High-throughput results deposited in PubChem BioAssay by National Center for Advancing Translational Sciences (NCATS).
GAA glycogen mod – qHTS Assay for Inhibitors and Activators of Human alpha-Glucosidase Cleavage of Glycogen; Lysosomal alpha-glucosidase (Homo sapiens), P10253; recombinant GAA, glycogen substrate, Amplex Red glucose oxidase fluorescence; Potency, µM (top dose mostly 76.4 µM), without a hit: at the highest dose activity change, negative = inhibition, most hits filed as inhibitors; actives 0.38% (n = 300,000); AID 2100, 2009;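 further: 0% = full enzyme reaction and -100% = no-enzyme basal signal; the screen sought inhibitors and activators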
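qHTS, 1536-well; enzyme 4 nM final; cpd up to 77 uM; substrate bovine liver glycogen 30 ug; 50 mM citrate/phosphate pH 5.0, 0.01% Tween-20; 37 C, 40 min; Amplex Red detection 45 min RT; Hill fit → AC50.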
ALDH1A1 inh – qHTS Assay for Inhibitors of Aldehyde Dehydrogenase 1 (ALDH1A1); Aldehyde dehydrogenase 1A1 (Homo sapiens), P00352; Purified ALDH1A1, NADH fluorescence, propionaldehyde substrate; Potency, µM (top dose mostly 75.3 µM), for inactives: at the top dose activity, negative = inhibition, usual class: inhibitors; actives 7.3% (n = 220,000); AID 1030, 2008; active means well fitted inhibition curve with a large enough effect, not every such curve was filed as active; inconclusive means small, poorly fitted or top-dose-only effect, or another doubt; inactive means no such curve, though single readings can be large or run the other way;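 further: plate controls were no enzyme wells and a reference inhibitor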
aGlu spleen mod – qHTS Assay for Inhibitors and Activators of Human alpha-Glucosidase From Spleen Homogenate; Lysosomal alpha-glucosidase (Homo sapiens), P10253; human spleen homogenate, 4-MU-alpha-glucoside fluorescence; Potency, µM (series often up to 79.9 µM), for inactives: at the top dose activity change, negative = inhibition, hits mostly inhibitors; actives 0.006% (n = 240,000); AID 2112, 2009;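 further: 0% = enzyme with vehicle and -100% = no enzyme basal signal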
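Human spleen homogenate (1 ug) incubated with compounds and 1 mM 4-methylumbelliferyl-alpha-D-glucopyranoside in pH 5.0 citrate/phosphate buffer, 37 C, 40 min. Stopped at pH 10; 4-MU fluorescence (Ex 365/Em 440 nm); AC50 by Hill fit.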
aGal spleen mod – qHTS Assay for Inhibitors and Activators of Human alpha-Galactosidase From Spleen Homogenate; Alpha-galactosidase A (Homo sapiens), P06280; actives 0.008% (n = 240,000); Potency, µM (highest dose often 80 µM), inactives show top-dose activity change, negative = inhibition, most hits filed as inhibitors; human spleen homogenate, 4MU-alpha-Gal fluorescence, 40 min;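 further: 0% = enzyme with vehicle and -100% = no enzyme basal signal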
Target sequence (P06280 32-429 limits assumed): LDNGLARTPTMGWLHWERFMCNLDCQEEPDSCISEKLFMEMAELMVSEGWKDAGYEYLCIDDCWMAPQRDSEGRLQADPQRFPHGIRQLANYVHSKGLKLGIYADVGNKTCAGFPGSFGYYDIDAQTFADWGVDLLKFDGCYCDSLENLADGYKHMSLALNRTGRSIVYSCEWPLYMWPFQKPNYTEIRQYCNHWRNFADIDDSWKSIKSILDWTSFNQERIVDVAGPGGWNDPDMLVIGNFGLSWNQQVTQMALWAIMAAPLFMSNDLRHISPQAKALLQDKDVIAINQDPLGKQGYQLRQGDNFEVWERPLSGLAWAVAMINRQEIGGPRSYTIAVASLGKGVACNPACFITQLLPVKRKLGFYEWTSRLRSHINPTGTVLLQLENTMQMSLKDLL
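Human spleen homogenate (1 ug) was the enzyme source, with 4-methylumbelliferyl-alpha-D-galactopyranoside (1 mM final) in pH 5.0 citrate buffer with 0.01% Tween-20. Compounds were titrated; after 40 min at 37C, NaOH/glycine stop, 4-MU fluorescence read; AC50 from Hill fits.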
JMJD2E inh – qHTS Assay for Inhibitors of Human Jumonji Domain Containing 2E (JMJD2E); JMJD2E catalytic domain, FDH-coupled NADH fluorescence (FDH is formaldehyde dehydrogenase); Potency, µM (top dose mostly 57.1 µM), inactives show top-dose activity change, negative = inhibition, actives largely listed as inhibitors; actives 1.6% (n = 230,000); AID 2147, 2009; active means well fitted inhibition curve with a large enough effect, not every such curve was filed as active; inconclusive means small, poorly fitted or top-dose-only effect, or another doubt; inactive means no such curve, though single readings can be large or run the other way;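 further: 0% = wells with enzyme and -100% = buffer wells without enzyme; nearly all actives have a fitted effect of over 50% in size; many of its hits are not listed in these tables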
Target sequence (B2RXH2 1-337 limits assumed): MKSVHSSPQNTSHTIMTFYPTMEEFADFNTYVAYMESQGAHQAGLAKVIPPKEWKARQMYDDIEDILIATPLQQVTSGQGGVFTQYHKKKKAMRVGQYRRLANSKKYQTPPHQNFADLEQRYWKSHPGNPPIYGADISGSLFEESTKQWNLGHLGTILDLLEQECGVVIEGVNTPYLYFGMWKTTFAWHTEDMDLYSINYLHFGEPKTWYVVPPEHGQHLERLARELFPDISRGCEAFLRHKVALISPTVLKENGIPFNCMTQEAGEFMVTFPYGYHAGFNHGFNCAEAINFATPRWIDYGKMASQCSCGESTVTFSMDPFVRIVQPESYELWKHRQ
SMN2 splice up – qHTS Assay for Enhancers of SMN2 Splice Variant Expression; actives 2.8% (n = 210,000); Potency, µM (doses to about 46.1 µM), for inactives: at the top dose activity change, positive = activation, hits mostly activators; HEK293 SMN2-luciferase splicing reporter, luminescence, 30-36 h; AID 1458, 2008; further: % of control where 0% means no effect; nearly all actives have a fitted effect of over 55% in size
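qHTS luciferase splicing reporter: luminescence rises when SMN2 exon 7 is included in transfected HEK293 cells. Compound exposure lasted 30-36 h at 37C, with 4.5 mM final sodium butyrate as control, followed by a ONE-Glo read.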
GAA inh – qHTS Assay for Inhibitors of Human alpha-Glucosidase as a Potential Chaperone Treatment of Pompe Disease; Lysosomal alpha-glucosidase (Homo sapiens), P10253; purified human GAA, 4-MU-alpha-glucoside fluorescence; Potency, µM (top dose mostly 76.9 µM), without a hit: top-dose activity change, negative = inhibition, usual class: inhibitors; actives 0.005% (n = 200,000); AID 1466, 2008;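 further: plate controls were uninhibited enzyme wells for no effect and no-enzyme background for full effect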
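qHTS format, compound range up to 77 uM. Human lysosomal enzyme at 4 nM, 400 uM 4-MU glucoside substrate, pH 5.0, 20 min room temperature; fluorescence after alkaline stop gives activity normalized to controls.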
GoLoco inh red – qHTS Assay for Inhibitors of RGS12 GoLoco Motif Activity (Red Fluorophore) | actives 0.44% (n = 230,000) | Gai1:RGS12 GoLoco peptide FP, rhodamine, 10 min | Potency, µM (titrated, usually from 61.6 µM), without a hit: at the top dose activity, negative = inhibition, hits mostly inhibitors | Guanine nucleotide-binding protein G(i) subunit alpha-1 (Homo sapiens), P63096; active means well fitted inhibition curve with a large enough effect, not every such curve was filed as active; inactive means no such curve, though single readings can be large or run the other way; further: on the % scale 0 is the no-effect control and ±100 the full control effect; nearly all actives have a fitted effect of over 30% in size; many of its hits are not listed in these tables
Starred values were filed as active, the others as inactive; ? = inconclusive; nt = not tested or not shown; & = joins results of further samples; [ ] = another dose, or the depositor's remark. Unless noted, the call rests on the fitted dose curve; in most records, active means well fitted curve in the direction sought with a large enough effect; inconclusive means small, poorly fitted or top-dose-only effect, or another doubt; inactive means no such curve, though single readings can be large; an effect the other way counts as inactive or inconclusive. Potency means the concentration at half of the fitted maximal effect. The list is partial, so the mix of outcomes need not match the whole.

molecule	aGal spleen mod	GoLoco inh red	ALDH1A1 inh	GAA inh	JMJD2E inh	GAA glycogen mod	aGlu spleen mod	SMN2 splice up
COc1ccc(C)cc1NC(=O)CNC(=O)Cn1ccc2ccccc2c1=O	1%	-1%	3%	3%	-6%	-8%	-5%	-7%
Oc1ccccc1/C=N/NC(=S)NC1CC2C=CC1C2 (stereo not given)	11%	10%	25µM*	-13%	25µM*	-22%	1%	nt
O=P(COc1ccccc1)(c1ccccc1)c1ccccc1	2%	2%	2%	-7%	4%	-1%	-6%	-5%
OC(CNCc1ccc2c(c1)OCO2)COc1ccccc1 (stereo not given)	8%	3%	nt	nt	3%	-4%	0%	nt
CC(CN1CCOCC1)C(=O)O (stereo not given)	1%	10%	18%	5%	4%	6%	-7%	19%
CSc1ccc(S(=O)(=O)Nc2cccc(F)c2)cc1	4%	4%	?	1%	-7%	-2%	0%	8%
Cc1ccccc1/C=N\NC(=O)c1csnn1	0%	-9%	-2%	5%	3%	-9%	-10%	12%
O=C1/C(=C\c2ccccn2)SC(=S)N1c1ccc(S(=O)(=O)Nc2nccs2)cc1	5%	-2%	nt	nt	-17%	2%	6%	nt
Cc1ccc(C(=O)NCC(=O)OCC(=O)NC2CCS(=O)(=O)C2)cc1C (stereo not given)	-7%	0%	-6%	-5%	5%	-4%	-4%	-6%
O=C(O)C1CCC(=O)N1C1c2ccccc2Oc2ccccc21 (stereo not given)	6%	-7%	11%	-2%	10%	-16%	-2%	1%
COc1cc(OC)c(C2=NOC(C(=O)O)C2)cc1Cl (stereo not given)	9%	1%	-8%	-1%	-28%	8%	-21%	4%
COc1ccc(-n2nc3c(c2NC(=O)c2ccc(Br)cc2)CS(=O)C3)cc1 (stereo not given)	-2%	-14%	8%	-6%	-14%	2%	-2%	-3%
Cn1cnnc1SCC(=O)Nc1cc(S(=O)(=O)N2CCCCC2)ccc1Cl	-2%	-15%	nt	nt	1%	5%	-1%	nt
COc1cc(/C(C)=N/NC(=O)CSc2nc3ccccc3[nH]2)ccc1O	6%	4%	nt	nt	-8%	?	0%	nt
Cc1ccsc1/C=N\NC(=O)c1n[nH]c2c1CCC2	1%	16%	-7%	1%	-9%	3%	-9%	1.6µM*
O=C1C/C(=C\c2c(F)cccc2Cl)N2CCC1CC2	-6%	2%	3%	3%	-2%	-1%	nt	-1%
Cc1cc(C)n(-c2nc3ccccc3n3c(C)nnc23)n1	4%	-18%	7%	3%	-10%	11%	-1%	-44%[inhibitor]
CC(=O)Nc1cccc(-c2nc3ccc(NC(C)=O)cc3[nH]2)c1	-6%	-5%	?	0%	?	-2%	-3%	-16%
COc1ccc(N2C(=O)C(OC(C)=O)C2c2ccc(C)cc2)cc1 (stereo not given)	2%	11%	0%	-1%	6%	-3%	-4%	18%
CCOC(=O)c1nnn(-c2nonc2N)c1-c1ccc(OCC)cc1	2%	5%	-14%	-9%	-6%	1%	-1%	-11%
O=C(CSc1nccn1-c1ccc(F)cc1)NCc1ccc2c(c1)OCO2	2%	2%	13%	5%	-3%	5%	2%	-8%
Cc1cc(Nc2cccc(Cl)c2)nc(N2CCOCC2)n1	2%	-3%	7%	-3%	-13%	11%	2%	7%
Cc1ccc(/C=C/C(=O)Nc2ccc(O)c3c(=O)cc(-c4ccccc4Cl)oc23)cc1	5%&-4%	10%	nt	nt	7%	3%	4%&0%	nt
COc1ccc(-c2noc(-c3ccoc3C)n2)cc1OC	4%	-159%	4%	7%	?	-4%	-2%	nt
CCn1c(SCC(=O)N2CCCc3ccccc32)nc2ccccc2c1=O	-14%	7%	?	3%	-1%	-1%	-19%	-6%
OCCC1CN(Cc2ccc3nsnc3c2)CCN1C1CCCC1 (stereo not given)	-4%	-1%	3%	4%	1%	5%	-6%	nt
CC(=O)Nc1ccc(S(=O)(=O)NCc2ccc(C(=O)NCc3ccc4c(c3)OCO4)cc2)cc1	5%	9%	9%	5%[15.4 µM]	6%	-2%	-9%	2%
CSCc1nc2sc(C(=O)Nc3nc(C)cs3)c(C)c2c(=O)[nH]1	0%	107%[activator]	?	-12%	?	1%	-2%	11µM*
N/C(=N\O)c1cccc(CS(=O)(=O)c2ccccn2)c1	1%	25%	nt	nt	1%	-8%	3%	nt
Cc1ccc(-c2nc3ccccc3s2)cc1NC(=O)c1cc(-n2cnnc2)ccc1Cl	-12%	4%	?	1%	?	-1%	-6%	4%
Cc1ccccc1CN(c1ccc(C(=O)N2CCCC2)cc1)S(C)(=O)=O	2%	-1%	?	4%	1%	4%	-4%	-24%
Cc1cc(Nc2ccccc2)n2nc(C)c(-c3ccccc3)c2n1	-5%	-22%	nt	nt	?	-9%	0%	nt
O=C(NCCCN1CCOCC1)c1cc2cc(Br)ccc2oc1=O	-7%	-4%	4%	0%	0%	0%	-2%	-14%
O=C(/C=C/C=C/c1ccccc1)c1ccco1	-9%	1%	28µM*	-8%	-16%	0%	4%	nt
CC(C)N(C(=O)CSc1nnc(-c2ccc3c(c2)OCO3)n1C)C(C)C	-2%	-2%	-6%	2%	5%	-1%	-4%	-14%
CCOc1cc(/C=C2\SC(=Nc3ccc(F)cc3)N(c3ccc(F)cc3)C2=O)ccc1OCC(=O)O	7%	24%	5%	-4%	0%	16%	8%	nt
CC(C)OP(=O)(c1ccc(N(C)C)cc1)C(Nc1ccccc1)c1ccccc1 (stereo not given)	0%	6%	-3%	13%[15.4 µM]	-9%	-12%	-2%	nt
COc1cccc(C2N(c3ccc(Cl)c(Cl)c3)C(=O)C3CCCN32)c1OC (stereo not given)	-6%	nt	-7%	7%	-21%	-4%	-2%	nt
O=C(NNC1CC(=O)N(c2ccc3c(c2)OCCO3)C1=O)c1ccccc1 (stereo not given)	13%	7%	5%	-2%	5%	-2%	0%	5%
CCS(=O)(=O)n1nc(-c2ccc(OC)cc2)nc1N	4%	7%	3%	-7%	-4%	4%	5%	nt
O=C(Nc1ccc(F)cc1F)N1CCCN(c2ccc(C(F)(F)F)cn2)CC1	8%	10%	nt	nt	?	-10%	2%	nt
CCCOc1ccc(N2C(=O)CC(S/C(N)=N/N=C(\C)c3cccs3)C2=O)cc1 (stereo not given)	-3%	0%	27%	0%	-3%	3%	-13%	0%
O=[N+]([O-])c1ccc(-c2cnc(NO)nc2)cc1	-1%	nt	?	-3%	?	?	-10%	nt
Cc1ccc(S(=O)(=O)CCN2CCC(n3cccc3)CC2)cc1	11%	7%	?	-3%	-7%	0%	4%	nt
Cc1ccc([N+](=O)[O-])c(C)c1	8%	-7%	-2%	nt	nt	nt	-4%	4%
Cc1ccc(NC(=S)NC2CCN(Cc3ccccc3)CC2)c(C)c1	1%	8%	-10%	0%	-6%	-3%	-5%	-6%
COCC(=O)n1nc(-c2ccccc2)nc1NCc1cccs1	4%	6%	2%	7%	?	-4%	-3%	10%
Cc1ccc(-c2noc(-c3ccoc3C)n2)cc1	-5%	19%	-3%	1%	-1%	-9%	-1%	?
Cc1[nH]n(-c2ccc([N+](=O)[O-])cc2)c(=O)c1C=NCCN1CCN(C(=O)c2ccc(F)cc2)CC1	-6%	6%	-3%	-5%	8%	-2%	-2%	2%
Clc1ccc(Cn2ncc3c(NCc4ccccc4)ncnc32)cc1	-5%	-16%	2%	?	-5%	-10%	-5%	0%

(further entries)
molecule	aGal spleen mod	GoLoco inh red	ALDH1A1 inh	GAA inh	JMJD2E inh	GAA glycogen mod	aGlu spleen mod	SMN2 splice up
O=C(C1CC(c2ccccc2O)=NO1)N1CCCCC1 (stereo not given)	2%	4%	?	1%	1%	5%	-2%	0.16µM*
O=C(Nc1ccccc1F)c1ccn[nH]1	-13%	0%	11%	4%	-4%	3%	3%	-18%
COc1ccc(Cl)cc1-c1nc(SCC(=O)NC2CC2)n[nH]1	-13%	3%	0%	-6%	-2%	8%	-4%	44%
COc1cccc(N2C(=O)CC(NNC(=O)c3cccs3)C2=O)c1 (stereo not given)	4%	5%	1%	5%	-6%	3%	3%	7%
O=C(NCc1ccccc1)c1ccc(C2SCC(=O)N2Cc2ccccc2)cc1 (stereo not given)	8%	4%	-6%	3%	6%	-16%	11%	-57%[inhibitor]
CCC/C=C(\CCC)C(NC(=O)OCC(C)C)c1ccc(C(=O)OC)cc1 (stereo not given)	-4%&0%	2%&4%	-2%&2%	-3%	-7%&-3%	-2%	-11%&4%	-33%&-13%
Cn1cccc1C(=O)NC(=O)COC(=O)c1ccccc1O	-3%	-1%	?	4%	0%	-1%	-5%	35µM*
Cc1cc(N2C(=O)C(=O)/C(=C(/O)c3ccc(F)cc3)C2c2ccc(Cl)cc2)no1 (stereo not given)	4%	-3%	5%	?	-10%	-10%	-2%	?
Cc1nnc(NC(=O)c2ccc(-c3cccc(C(F)(F)F)c3)o2)s1	-9%	38%[activator]	-10%	1%	?	-1%	-6%	?
O=C(Nc1ccccc1)N1CCC(C(=O)N(Cc2ccco2)Cc2cccs2)CC1	2%	59%[activator]	?	-7%	0%	-14%	5%	-29%
